Compound activity deposited in PubChem by Sanford-Burnham Center for Chemical Genomics.
UBC13 inh – blocks human UBC13 polyubiquitin chain formation; TR-FRET; actives 0.47% (n = 330,000); inhibition, % at 20 µM; in the data active means inhibition above about 45%, passing the limit was not always enough
Target sequence (P61088 whole entry, looked up): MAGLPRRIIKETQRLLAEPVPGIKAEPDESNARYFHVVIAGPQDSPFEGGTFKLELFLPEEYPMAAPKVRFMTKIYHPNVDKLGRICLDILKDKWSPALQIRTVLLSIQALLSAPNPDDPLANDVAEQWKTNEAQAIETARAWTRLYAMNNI
SENP7 block – SENP7 protease inhibition | Q9BQF6 | AID 434973 | inhibition, % at 5 µM | recombinant SENP7, Z-RLRGG-aminoluciferin luminescence, 40 min | actives 1.5% (n = 330,000);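 active means inhibition above about 50% at the single test dose, limit read from the data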;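 further: plate controls were DMSO with enzyme for no effect and no enzyme buffer wells for full effect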
Target sequence (Q9BQF6 706-1050 limits assumed): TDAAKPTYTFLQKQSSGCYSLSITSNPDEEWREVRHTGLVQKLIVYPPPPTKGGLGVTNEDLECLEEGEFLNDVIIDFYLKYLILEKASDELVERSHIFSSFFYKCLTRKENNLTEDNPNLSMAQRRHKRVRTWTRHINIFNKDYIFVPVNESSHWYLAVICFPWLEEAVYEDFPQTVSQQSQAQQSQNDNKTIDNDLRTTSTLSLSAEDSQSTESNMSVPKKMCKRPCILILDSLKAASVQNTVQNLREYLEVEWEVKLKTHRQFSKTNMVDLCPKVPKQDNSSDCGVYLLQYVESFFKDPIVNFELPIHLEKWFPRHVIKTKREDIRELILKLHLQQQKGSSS
HKDC1 inhibitor – HKDC1 (human) hexokinase inhibition. recombinant HKDC1, G6PDH/diaphorase resazurin coupled fluorescence. actives 0.16% (n = 340,000). Q2TB90. inhibition, % at 20 µM;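 active means inhibition above about 35% when tested at 20 µM, limit read from the data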;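 further: plate controls were DMSO wells with enzyme for no effect and DMSO wells lacking enzyme for full effect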
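Assay system – recombinant HKDC1 (HK5) hexokinase enzyme, produced in-house · Input – HKDC1 at 5 µg/mL · Reagent – glucose plus 1 mM ATP as hexokinase substrates · Timing – 90 min reaction incubation at room temperature, dark · Measured by – G6PDH/diaphorase-coupled fluorescence, 1 mM NADP, 100 µM resazurin, 525/613 nm · Benchmarks – DMSO-enzyme wells negative, buffer-substituted wells positive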
PfG6PD inh – PfG6PD (Plasmodium falciparum) enzyme inhibition; actives 0.78% (n = 350,000); PfGluPho enzyme, NADPH resazurin-diaphorase fluorescence; inhibition, % at 20 µM; AID 504690;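 active means inhibition reaching at least a set limit at 20 µM in the primary screen, cut at about 59% in these data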;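 further: 0% = DMSO wells with substrate and 100% = DMSO wells lacking glucose-6-phosphate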
SENP8 block-1 – inhibitors of human SENP8 protease. recombinant SENP8, Nedd8 substrate fluorescence. inhibition, % at 20 µM. actives 0.64% (n = 360,000). AID 602440; in the data active means inhibition mostly above about 40%, no sharp cut-off; inactive means mostly below about 27%
Target sequence (Q96LD8 whole entry, looked up): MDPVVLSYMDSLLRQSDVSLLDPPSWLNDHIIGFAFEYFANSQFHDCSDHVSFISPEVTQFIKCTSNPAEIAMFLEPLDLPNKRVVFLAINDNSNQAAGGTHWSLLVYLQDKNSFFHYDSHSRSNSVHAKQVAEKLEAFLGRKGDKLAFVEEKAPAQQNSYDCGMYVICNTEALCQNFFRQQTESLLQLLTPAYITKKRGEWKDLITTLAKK
SENP1 FRET inh – blocks the human SENP1 SUMO protease catalytic domain; recombinant SENP1 catalytic domain, CyPet-SUMO1-YPet FRET cleavage; inhibition, % at 10 µM; actives 0.21% (n = 360,000);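 active means inhibition at least 30% at 10 µM, raw YFP signal under a set limit, fluorescence ratio 0.5 to 1.5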;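 further: 0% = enzyme with DMSO and 100% = no enzyme wells; some results filed as inactive read as strong as hits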
Target sequence (Q9P0U3 419-644 limits assumed): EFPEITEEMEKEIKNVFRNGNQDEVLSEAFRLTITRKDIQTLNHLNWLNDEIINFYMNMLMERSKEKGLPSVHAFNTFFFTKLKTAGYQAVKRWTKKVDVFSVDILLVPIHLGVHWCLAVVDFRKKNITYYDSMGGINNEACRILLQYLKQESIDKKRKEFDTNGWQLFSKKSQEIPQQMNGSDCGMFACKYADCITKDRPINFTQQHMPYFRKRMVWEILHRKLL
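material = recombinant human SENP1 catalytic domain, His6-tagged | quantity = 20 pM enzyme | reagent = 25 nM SUMO1 FRET substrate | compound dosing = 10 µM single point, 0.5% DMSO | timing = 50 min enzyme reaction, room temperature, light-protected | detection = FRET, CFP and YFP emission | control set = no-enzyme low, enzyme-DMSO high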
SENP8 block-2 – blocks the human protease SENP8; Q96LD8; purified SENP8, Z-RLRGG-aminoluciferin cleavage, luminescence; inhibition, % at 10 µM; actives 1.2% (n = 330,000); AID 2540; in the data active means inhibition above about 50%
SENP6 inh – blocks the human protease SENP6. Q9GZR1. Recombinant SENP6 catalytic domain, aminoluciferin luminescence. inhibition, % at 10 µM. actives 1.8% (n = 330,000). AID 2599;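 active means inhibition above about 50% at the single tested dose, limit read from the data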;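 further: plate controls were DMSO wells with enzyme for no effect and DMSO wells lacking enzyme for full effect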
MIN6 prolif – inducers of beta-cell replication in MIN6 cells. proliferation, % at 10 µM. AID 2380. actives 0.29% (n = 330,000). MIN6 cells proliferation, ATPlite luminescence, 48 h; cells starved in 0.2% serum; 100% = growth in 10% serum;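 active means compounds whose signal lies at least 3.5 SD above the mean of all wells on their plate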;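 further: 0% = DMSO-treated cells in low-serum medium and 100% = 10% serum control; some compounds called inactive have numbers as strong as hits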
The depositor's hits bear a star; i = inactive; nt = not tested or not shown; & = joins results of further samples.

SMILES	UBC13 inh	SENP7 block	HKDC1 inhibitor	PfG6PD inh	SENP8 block-1	SENP1 FRET inh	SENP8 block-2	SENP6 inh	MIN6 prolif
CC(CCc1ccccc1)NC(=O)c1nnc(Cc2ccc(F)cc2)o1 (stereo not given)	8	-8	-7	6	12	4	-1	-4	-2
COc1ccc(CCNC(=O)c2c[nH]c3ccc(F)cc3c2=O)cc1OC	7	0	11	0	0	-3	-1	17	-2
CCN1CCN(C(=O)/C=C/c2cccc(Cl)c2)CC1	-3	-7	-6	-5	8	-2	-6	6	3
O=C(NC1CCCC1)C(c1ccccn1)N(C(=O)c1csnn1)c1ccccc1 (stereo not given)	-4	0	-4	-2	20	-1	-5	-6	-2
COc1ccc(-c2[nH]ncc2CN2CCCC(C(=O)c3ccc(OC)cc3OC)C2)cc1 (stereo not given)	8	-7	-3	-1	8	-1	-6	-11	-3
CC(CCc1ccccc1)NC(=O)Cc1ccc([N+](=O)[O-])cc1 (stereo not given)	2	-3	-4	-3	-3	1	-2	6	-4
Cc1n[nH]c(C)c1CN(C)C(=O)C1CCC(=O)N(CCc2cccc(F)c2)C1 (stereo not given)	-4	-8	-2	-8	14	4	-7	-2	4
COc1ccccc1C1C([N+](=O)[O-])=CC([N+](=O)[O-])=CN1C (stereo not given)	-13	5	-2	22	24	13	4	17	1
CC(C)CC(=O)Nc1ccnn1C1CCN(C(=O)c2ccc(F)cc2Cl)CC1	0	0	-4	-3	4	3	-7	-7	-1
CCOC(=O)c1cnn(-c2ccc(C(F)(F)F)cn2)c1N	-2	0	-8	19	19	2	-4	4	-1
CC(C)COc1ccc(/C(O)=C2/C(=O)C(=O)N(CCN(C)C)C2c2ccncc2)cc1 (stereo not given)	12	-1	-5	-5	14	0	1	7	-3
O=C(CN1CCOCC1)Nc1ccc2c(c1)OCO2	-10	-4	-8	0	-5	2	-7	0	2
CCOc1ccc(NC(=O)CCC(=O)Nc2cc(OC)c(NC(=O)c3ccco3)cc2OC)cc1	1	-2	-1	-3	-6	-1	9	-14	-1
COc1cc(OC)cc(C(=O)Nn2cnnc2)c1	1	2	-4	-9	-4	1	-3	-5	0
COc1cc(NC(=S)NN2CCOCC2)cc(OC)c1	nt	nt	-8	-2	20	2	nt	nt	nt
Cc1cccc(NS(=O)(=O)c2ccc(C)c(C(=O)N3CCN(C(=O)c4ccco4)CC3)c2)c1	nt	nt	-5	10	7	2	nt	nt	nt
CC(C)(C)NC(=O)CSc1nsc(SCC(=O)NC(C)(C)C)c1C#N	-7	-5	-2	3	2	1	-13	6	-2
O=C(CSc1nccn1Cc1ccco1)Nc1ccccc1C(F)(F)F	-1	-8	-5	9	2	0	0	1	1
COC(=O)c1ccc(NC(=O)COC(=O)CCC2CCCC2)cc1	8	7	0	8	20	4	4	-13	1
COCC(CN1CCN(C2=NS(=O)(=O)c3ccccc32)CC1)OC(=O)c1ccccc1 (stereo not given)	5	-5	0	-12	7	1	-3	8	7
Cc1ccc(Cl)cc1N=C(N)N=C(N)N	-8	0	-7	-5	6	0	-14	-6	-5
Cc1ccc(C(=O)/C=C/c2ccccc2)o1	-5	-26	9	4	14	0	-34	-12	-5
Cn1nnnc1SCc1nnc(-c2ccc(F)cc2)o1	1	3	-4	1	6	1	-4	-3	3
O=C(Nc1cc(C(F)(F)F)ccc1N1CCOCC1)C1=COCCO1	-3	-8	-6	4	8	0	-8	-8	-2
O=C1C2CSCN2C(=O)CN1CCCN1CCN(C(c2ccccc2)c2ccccc2)CC1 (stereo not given)	-8	1	-10	6	25	-3	2	-11	-6

In the list so far, these have a Cl atom.
SMILES	UBC13 inh	SENP7 block	HKDC1 inhibitor	PfG6PD inh	SENP8 block-1	SENP1 FRET inh	SENP8 block-2	SENP6 inh	MIN6 prolif
CCN1CCN(C(=O)/C=C/c2cccc(Cl)c2)CC1	-3	-7	-6	-5	8	-2	-6	6	3
CC(C)CC(=O)Nc1ccnn1C1CCN(C(=O)c2ccc(F)cc2Cl)CC1	0	0	-4	-3	4	3	-7	-7	-1
Cc1ccc(Cl)cc1N=C(N)N=C(N)N	-8	0	-7	-5	6	0	-14	-6	-5

Back to the main list, starting four compounds before the break.
SMILES	UBC13 inh	SENP7 block	HKDC1 inhibitor	PfG6PD inh	SENP8 block-1	SENP1 FRET inh	SENP8 block-2	SENP6 inh	MIN6 prolif
Cc1ccc(C(=O)/C=C/c2ccccc2)o1	-5	-26	9	4	14	0	-34	-12	-5
Cn1nnnc1SCc1nnc(-c2ccc(F)cc2)o1	1	3	-4	1	6	1	-4	-3	3
O=C(Nc1cc(C(F)(F)F)ccc1N1CCOCC1)C1=COCCO1	-3	-8	-6	4	8	0	-8	-8	-2
O=C1C2CSCN2C(=O)CN1CCCN1CCN(C(c2ccccc2)c2ccccc2)CC1 (stereo not given)	-8	1	-10	6	25	-3	2	-11	-6
O=C(NCC1CCCO1)c1onc(CSc2ccc(Cl)cc2)c1C(=O)O (stereo not given)	2	11	4	-18	16	1	-8	-6	-4
C=CCSc1nsc(N)n1	-2	-1	-8	1	16	0	8	-1	0
CCC(C)c1ccc(OCC(=O)Nc2cccc(C(=O)Nc3ccc(C(=O)O)cc3)c2)cc1 (stereo not given)	-15	6	4	18	-1	6	11	10	-4
O=C(NCCCOC(=O)c1ccccc1)c1ccccc1	nt	nt	-7	-4	1	1	nt	nt	nt
c1ccc(COc2cccc(CNCc3cccnc3)c2)cc1	1	-2	-11	-13	26	1	-3	12	-4
COCCn1c(C(F)(F)F)ccc(NC(=O)c2ccccc2)c1=O	0	10	-3	7	-19	-1	9	18	-1
CNc1nc(-c2ccc(Cl)cc2)cs1	2	20	-5	11	10	1	30	62*	-2
CC1(C)Cc2c(c(N3CCOCC3)nc3sc(C(=O)N4CCCCC4)c(N)c23)CO1	20	3	7	68*	-246	-11	6	-12	0
CC(C(=O)N1CCOCC1)c1ccc([N+](=O)[O-])cc1 (stereo not given)	1	1	-6	-3	12	2	-1	4	-1
Cc1ccccc1CS(=O)(=O)Cc1ccc(C(=O)NCc2cccnc2)o1	-7	0	-1	-15	24	0	-9	-8	-2
COC(=O)c1[nH]c2c(c1C)C(=O)CC(c1cc(OC)ccc1OC)C2 (stereo not given)	-2	9	-5	7	14	4	-4	-14	-2
Clc1cccc(CNCC2CCCO2)c1Cl (stereo not given)	7	-14	-1	-8	10	-2	-2	0	-2
COc1ccc(-c2cc(C(F)(F)F)nc(SCC(=O)NCc3ccco3)n2)cc1OC	3	1	-4	-3	i	-2	-6	7	-3
O=C(C[C@@H]1C/C=C\CCCC(=O)OC[C@@H]2CCCN2C1=O)N[C@H](CO)Cc1ccccc1	0	5	-7	3	9	1	12	0	-2
Cc1ccc(C(=O)NCc2ccc3c(c2)OCO3)cc1S(=O)(=O)N1CCOCC1	-6	-19	3	-12	5	0	-2	-28	-3
COc1ccc(CCC(=O)Nc2cc(S(C)(=O)=O)ccc2Cl)cc1	-2	3	nt	nt	7	2	7	2	-2
COc1cccc(NC(=O)Nc2ccc(C)c(Cl)c2)c1	-6	25	-6	3	16	5	-10	0	-3
CN(C)/C=C/C(=O)c1c(F)cccc1F	-4	0	-4	-17	30	1	5	-5	-4
Clc1ccc(OCCCc2nc(-c3cccnc3)no2)c(Cl)c1	12	-12	13	15	5	-5	0	-2	0
CC1CCN(S(=O)(=O)c2ccc(C(=O)Nc3sccc3C(N)=O)cc2)CC1	11	-6	-1	-15	-30	2	-11	-18	-3
CC(Nc1nc(C(F)(F)F)nc2ccccc12)c1cccs1 (stereo not given)	7	2	-3	15	-19	-1	6	-9	0
CC(C)C(=O)NC(=S)Nc1ccc(S(=O)(=O)N2CCCC2)cc1	-13	-9	-6	0	15	1	-11	-9	-2
Cc1onc(-c2c(Cl)cccc2Cl)c1C(=O)N[C@@H]1C(=O)N2[C@@H]1SC(C)(C)[C@@H]2C(=O)O	-4&2	1&2	-4&-5	4&9	9&13	2&1	6&2	-6&1	0&-2
CCOC(=O)CN1C(=O)/C(=C2\SC(=S)N(NC(=O)c3cccnc3)C2=O)c2ccccc21	-42	-4	12	16	11	2	-5	-2	-2
COc1cc(N(C)C)ccc1C=c1c2ccccc2n2c1cc(-c1ccccc1)[n+]2C	nt	nt	41*	83*	13	-26	nt	nt	nt
(continued)
SMILES	UBC13 inh	SENP7 block	HKDC1 inhibitor	PfG6PD inh	SENP8 block-1	SENP1 FRET inh	SENP8 block-2	SENP6 inh	MIN6 prolif
COc1ccc(-n2c(C)nc3cc(C(=O)NCCN4CCOCC4)ccc32)cc1	12	2	15	14	7	1	-7	12	-1
Cc1csc(SCC(=O)Nc2ccc(F)cc2Cl)n1	10	-9	0	-15	-18	1	-3	4	-2
N#Cc1ccc(CN2CCN(C(=O)CNC(=O)Cc3cccc4ccccc34)CC2)cc1	1	-8	-5	-1	-1	-1	3	1	0
COc1ccc(S(=O)(=O)N(C)C)cc1NC(C)C(=O)Nc1cccc(C#N)c1 (stereo not given)	-4	2	1	11	-6	-3	-2	-6	-1
COc1ccc(C(=O)Nc2ccc(Cl)cc2C(=O)NCCN2CCOCC2)cc1	0	9	0	27	-172	5	-4	-5	-1
Cc1ccc(C)c(S(=O)(=O)NCC(c2ccc3c(c2)OCO3)N2CCOCC2)c1 (stereo not given)	-4	-6	4	3	15	1	-4	0	0
Cc1ccc(NC(=O)C(C)c2cccc(C(=O)c3ccccc3)c2)cc1O (stereo not given)	0	0	-6	10	13	0	1	-12	-6

Looked up by structure from the entries so far:
SMILES	UBC13 inh	SENP7 block	HKDC1 inhibitor	PfG6PD inh	SENP8 block-1	SENP1 FRET inh	SENP8 block-2	SENP6 inh	MIN6 prolif
COc1ccc(S(=O)(=O)N(C)C)cc1NC(C)C(=O)Nc1cccc(C#N)c1 (stereo not given)	-4	2	1	11	-6	-3	-2	-6	-1
COc1ccc(C(=O)Nc2ccc(Cl)cc2C(=O)NCCN2CCOCC2)cc1	0	9	0	27	-172	5	-4	-5	-1
COc1ccc(-n2c(C)nc3cc(C(=O)NCCN4CCOCC4)ccc32)cc1	12	2	15	14	7	1	-7	12	-1
Cc1ccc(C)c(S(=O)(=O)NCC(c2ccc3c(c2)OCO3)N2CCOCC2)c1 (stereo not given)	-4	-6	4	3	15	1	-4	0	0
Cc1csc(SCC(=O)Nc2ccc(F)cc2Cl)n1	10	-9	0	-15	-18	1	-3	4	-2
Cc1ccc(NC(=O)C(C)c2cccc(C(=O)c3ccccc3)c2)cc1O (stereo not given)	0	0	-6	10	13	0	1	-12	-6
